ERp5 inh: inhibitors of ERp5-driven insulin aggregation, primary screen, biochemical, turbidity, absorbance 650 nm, single point. Protein disulfide-isomerase A6 (Homo sapiens), Q15084. 90 min. inhibition, % at 9.99 µM. 0.05% of 350,000 active. AID 651711, 2012;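 active = mean replicate inhibition above about 25%, with every replicate also reaching it, limit read from the data, passing the limit was not always enough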
Target sequence (Q15084 whole entry, looked up): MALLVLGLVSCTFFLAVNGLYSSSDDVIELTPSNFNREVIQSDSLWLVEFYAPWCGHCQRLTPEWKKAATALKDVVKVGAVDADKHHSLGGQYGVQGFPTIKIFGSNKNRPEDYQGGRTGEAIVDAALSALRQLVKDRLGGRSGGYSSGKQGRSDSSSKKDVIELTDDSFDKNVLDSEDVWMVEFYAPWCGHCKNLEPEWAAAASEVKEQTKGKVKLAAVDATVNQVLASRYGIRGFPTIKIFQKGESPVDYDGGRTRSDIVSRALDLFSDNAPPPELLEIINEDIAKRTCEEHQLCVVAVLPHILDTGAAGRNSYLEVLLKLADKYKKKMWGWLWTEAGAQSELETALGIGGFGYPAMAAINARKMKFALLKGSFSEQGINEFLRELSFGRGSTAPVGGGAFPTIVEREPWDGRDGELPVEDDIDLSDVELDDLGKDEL
ARNT-TACC3 inh: disruptors of ARNT/TACC3 protein interaction, primary screen, biochemical, AlphaScreen, single concentration. Transforming acidic coiled-coil-containing protein 3 (Homo sapiens), Q9Y6A5. AlphaScreen His-ARNT PAS-B/GST-TACC3 binding, luminescence; TACC3 fragment carries E629A point mutation. inhibition, % at 9.99 µM. 0.66% of 390,000 active. AID 623870, 2012;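 active = mean inhibition of replicates at least 50% and at least half of replicates each reaching 50%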;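 also: 0% = complete ARNT plus TACC3 wells and 100% = ARNT alone without TACC3; many hits fall short of the cut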
DENV2 CPE: inhibitors of DENV2 cytopathic effect, primary screen, cell-based, plate reader, single concentration; DENV2-infected cells, cytopathic effect rescue; CPE inhibition, % at 9.99 µM; 1.7% of 350,000 active; AID 651640, 2012; in the data active = CPE inhibition above about 20%, passing the limit was not always enough; tested in BHK-21 cells;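 also: 0% = median of neutral control wells and 100% = median of positive control wells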
INS-1E GSIS act: GLuc luminescence reporter in INS-1E cells, primary screen for activators of glucose-dependent secretion of insulin; AID 743287, 2014; activation, % at 16.6 µM; 0.61% of 370,000 active; INS-1E GLuc reporter insulin secretion, 2-3 h;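 active = lowest replicate activation of at least 40%, so every replicate reaches that level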;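 also: 0% = median of neutral control wells and 100% = median of IBMX positive control wells; some compounds called inactive have numbers as strong as hits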
PAX8 reporter: inhibitors of PAX8-driven TPO luciferase reporter, primary screen, RMG-I cells, single concentration. SteadyGlo, 24 h. inhibition, % at 12.6 µM. 1.2% of 360,000 active. AID 652154, 2013;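 active = mean replicate inhibition at least 60% with every replicate also reaching 60%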;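 also: luciferase light reporting Pax8 driven TPO promoter activity; plate controls were median of neutral control wells for no effect and mitoxantrone controls for full effect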
XiGFP reactiv: activators of inactive X chromosome reactivation, primary screen, imaging, XiGFP fibroblasts, GFP high-content imaging, set 2 | XiGFP mouse fibroblasts, % GFP-positive cells imaging, 3 d; cells co-treated with 5-aza-dC sensitizer; scaled so ellipticine positive control = 100% | activation, % at 7.58 µM | 0.055% of 360,000 active;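 active = mean normalized replicate activation at least 10% and every replicate at or above 10%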;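 also: 0% = median of on-plate neutral control wells and 100% = ellipticine 6 µM median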
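System: SV40-immortalized XiGFP fibroblast cells, line 68-5-11 / Incubation: 3-day compound exposure, then 15 min fixation at room temperature / Compound: single concentration per compound, delivered by pin transfer / Buffer or medium: DMEM plus 5-aza-dC sensitizer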
EWS-Fli inh: EWS/Fli-driven NR0B1 reporter inhibitors, primary screen, A673 cells, NR0B1 luciferase, luminescence, MLPCN library; inhibition, % at 12.6 µM; 0.67% of 350,000 active; viability-normalised;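 active = mean inhibition of at least 50% after viability correction, with every replicate also passing that limit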;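 also: firefly luciferase signal divided by Alamar Blue viability fluorescence both relative to DMSO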
F508del corr: F508del CFTR correction, initial screen, CFBE line, single point; CFBE cells, YFP halide quenching; stimulated with forskolin plus potentiator P3; % fluorescence drop versus neutral controls; activity (quench increase), % at 7.58 µM; 0.36% of 350,000 active; AID 720511, 2013;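 active = mean added fluorescence quench of at least 8% versus neutral control, with both replicates also reaching 8%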;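 also: cells transiently co-express mutant CFTR-F508del with the halide-sensitive YFP; corrector assay measuring rescue of mutant channel to the surface after 24 h compound exposure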
Numbers without * were called inactive; nt = not tested or not shown.

SMILES	ERp5 inh	ARNT-TACC3 inh	DENV2 CPE	INS-1E GSIS act	PAX8 reporter	XiGFP reactiv	EWS-Fli inh	F508del corr
COc1ccc(-c2cnnc(N/N=C/c3c(C)nn(-c4ccccc4)c3Cl)n2)cc1	nt	0.8	nt	30.5	-9.9	0.1	nt	nt
CO[C@H]1CC[C@H]2CCOc3c(C#N)cccc3C(=O)N(C)C[C@@H](C)C(=O)N(C)C[C@@H]1O2	1.0	-4.0	0.2	0.0	-2.3	0.0	0.0	0.6
CCOc1ccccc1NC(=O)c1cc(=O)c2ccccc2o1	-0.7	0.8	2.2	8.2	36.9	0.1	nt	0.6
Cc1cc(NC(=O)CSc2nnc(-c3ccccc3F)n2C)no1	-5.1	-1.2	-7.3	-6.1	-6.8	0.0	2.2	-4.2
COc1ccc(NC(=O)N(C)C[C@H]2Oc3ccc(NC(=O)Cc4ccccc4)cc3CC(=O)N([C@@H](C)CO)C[C@@H]2C)cc1	1.2	nt	-4.0	11.9	-17.5	0.0	6.5	2.3
COc1ccc(OCc2cc(C(=O)N3CCN(CC4CC4)CC3)no2)c(Cl)c1	-0.8	-0.4	0.7	20.4	-153.2	0.0	-96.6	2.4
COc1cc2nc(N(CCCN(C)C)C(=O)c3ccc(S(=O)(=O)N(C)C4CCCCC4)cc3)sc2cc1OC	-3.1	12.1	-6.9	-36.3	-3.3	-0.1	1.6	-0.4
CC1(Cc2ccccc2C#N)C(=O)Nc2cc(-c3ccccc3Cl)ccc21 (configuration not stated)	4.0	nt	-6.6	-48.6	6.3	0.0	0.5	2.4
C[C@@H]1CN([C@@H](C)CO)C(=O)c2cc(NS(=O)(=O)c3ccccc3)ccc2O[C@H]1CN(C)S(=O)(=O)c1ccccc1	-1.1	6.0	7.6	-0.7	-12.4	-1.0	6.1	1.5
CCCC(=O)N1CC2(CN(C(=O)CC3CC3)C2)c2c(n(C)c3cc(OC)ccc23)[C@H]1CO	7.6	nt	10.2	5.7	-4.3	0.1	-0.4	2.9
CN(C(=O)COC(=O)CNC(=O)c1ccccc1F)C1CCCCC1	3.4	-0.9	-1.7	17.6	nt	0.0	1.8	2.4
CC(=O)c1cccc(OCC(=O)N(C)CC(=O)Nc2ccc(F)cc2)c1	4.6	nt	-4.8	-3.6	-2.2	0.7	-9.8	1.1
O=C(NCc1cccnc1)C1CCCN1S(=O)(=O)c1ccc(Cl)cc1 (configuration not stated)	-1.0	-4.4	1.9	4.3	24.0	0.3	7.0	-0.1
O=C(Nc1cccnc1Cl)c1cc(-c2cccc(O)c2)on1	3.8	-4.9	6.1	-3.5	-149.3	0.0	-57.2	1.6
O=C(N[C@@H]1CC[C@@H](CCNS(=O)(=O)c2ccc(F)cc2)O[C@@H]1CO)C1CCOCC1	-1.7	-10.0	-4.6	2.2	8.8	0.0	-16.5	-0.2
C/C(=N\NC(=O)c1nnn(-c2nonc2N)c1CSc1ccc(C)cc1)c1cccs1	-0.7	nt	1.4	14.4	2.9	0.0	-12.5	-0.2
Cc1ccc(S(=O)(=O)NCC(=O)OCC(=O)Nc2cccc(S(=O)(=O)NC3=NCCCCC3)c2)cc1	2.8	-3.8	-1.9	-10.0	13.5	0.0	-4.7	0.3
CC(C)(C)c1ccc(OC(=O)c2ccc(-n3cncn3)nc2)cc1	-5.5	nt	-3.3	-11.0	10.0	0.1	4.6	-1.6
CN1CCN(c2ccc(NC(=O)c3ccco3)cc2Cl)CC1	-2.1	nt	nt	5.5	-124.2	0.2	-25.8	-0.9
O=C(COC(=O)c1ccccc1C(=O)c1ccc(Cl)cc1)NCC1CCCO1 (configuration not stated)	-1.9	-8.9	-1.5	-11.1	11.6	0.2	-1.5	0.9
Cc1ccc(N(Cc2ccccc2)C(=O)c2ccc(F)cc2)cc1	15.5	-3.5	0.4	-1.8	-60.8	-0.1	-73.2	2.1
CC1CCCN(C(=O)COC(=O)C2CCN(S(=O)(=O)c3c(Cl)cccc3Cl)CC2)C1 (configuration not stated)	2.8	0.2	-2.1	-23.7	-3.1	0.5	5.4	1.7
Cc1cc2c(cc1C)NC1(C[C@H]3CCC(=O)N4CC[C@@H](C1)[C@@H]34)C(=NC(C)(C)CC(C)(C)C)N2 (some centres not stated)	2.6	10.3	9.8	nt	24.8	-0.2	-5.6	-1.7
CO[C@@H]1CN(C)C(=O)c2cc(NS(=O)(=O)c3cn(C)cn3)ccc2OC[C@@H](C)NC[C@H]1C	-2.6	1.1	-0.8	19.3	7.5	0.0	-14.1	2.0
CCOC(=O)c1cnn2c(SC)ncnc12	3.9	nt	-1.4	nt	11.3	0.8	-9.3	-1.4
Cc1ccc(NC(=S)Nc2ccc3cn[nH]c3c2)c(C)c1	5.1	6.6	3.2	36.8	-1.0	0.2	-5.0	4.2
Cc1cccc(Nc2nc(NCc3ccco3)nc(N)c2[N+](=O)[O-])c1	-1.0	-2.1	8.4	12.1	7.6	0.0	3.0	-0.6
O=C(O)c1nc2nc(Cl)c(Cl)nc2[nH]1	-0.7	nt	-0.2	12.0	-119.1	0.3	-8.7	1.6
Cc1cc(NC(=O)CSc2ccc3nnc(-c4ccccc4)n3n2)no1	-5.7	0.3	2.7	4.2	nt	nt	-8.9	-1.5
C[C@@H]1CN([C@@H](C)CO)C(=O)c2cccc(NS(=O)(=O)c3ccc(F)cc3)c2O[C@@H]1CN(C)S(=O)(=O)c1ccc(Cl)cc1	-5.3	-3.0	-3.0	0.7	nt	0.2	2.4	1.5
CC(O)CCC(=O)NNC(=S)Nc1ccccc1 (configuration not stated)	3.8	-6.8	-7.6	19.8	-11.4	0.1	-1.4	-1.4
NC(=O)c1ccc(OCc2ccccc2)nc1	-9.4	18.9	-1.9	24.5	-187.1	0.0	-75.5	-2.6
COc1cc(/C=N/NC(=O)CC2C(=O)NN=C2C)ccc1O (configuration not stated)	1.5	0.2	-5.0	-18.3	-2.3	-0.4	-2.4	3.8
CC(=O)N1[C@H](C(=O)NC2CCC2)[C@@H](CO)[C@@H]2Cn3c(ccc(-c4ccccc4)c3=O)[C@@H]21	3.4	-8.9	-7.9	10.6	6.9	1.1	-2.2	-0.7
O=C(C[C@H]1C=C[C@@H](NC(=O)c2cccc(F)c2)[C@@H](CO)O1)Nc1nccs1	2.9	5.6	0.5	-4.1	-2.8	0.0	-0.2	-2.8
O=C1c2ccccc2C(c2nnnn2-c2ccc3c(c2)OCCO3)N1C1CC1 (configuration not stated)	-1.8	nt	-3.3	13.6	5.5	0.2	-9.2	-1.0

A draw from above in order of number of heavy atoms, low to high:
SMILES	ERp5 inh	ARNT-TACC3 inh	DENV2 CPE	INS-1E GSIS act	PAX8 reporter	XiGFP reactiv	EWS-Fli inh	F508del corr
CCOC(=O)c1cnn2c(SC)ncnc12	3.9	nt	-1.4	nt	11.3	0.8	-9.3	-1.4
Cc1ccc(NC(=S)Nc2ccc3cn[nH]c3c2)c(C)c1	5.1	6.6	3.2	36.8	-1.0	0.2	-5.0	4.2
Cc1cccc(Nc2nc(NCc3ccco3)nc(N)c2[N+](=O)[O-])c1	-1.0	-2.1	8.4	12.1	7.6	0.0	3.0	-0.6

Additional compounds:
SMILES	ERp5 inh	ARNT-TACC3 inh	DENV2 CPE	INS-1E GSIS act	PAX8 reporter	XiGFP reactiv	EWS-Fli inh	F508del corr
O=C(Nc1cc(Cl)cc(Cl)c1)Nc1cnccn1	3.3	-1.2	2.4	9.4	-9.8	0.0	nt	-2.7
COCCNC(=O)/C(C#N)=C/c1ccc(N2CCOCC2)o1	nt	3.0	nt	-7.0	-3.5	0.0	nt	nt
C[C@H]1CN([C@@H](C)CO)C(=O)c2cccc(NS(=O)(=O)c3ccccc3)c2O[C@@H]1CN(C)C(=O)Nc1ccc2c(c1)OCO2	-0.5	0.9	-5.5	-4.1	nt	-0.8	-101.5	-2.8
CSc1ccccc1OCc1cc(C(=O)N2CCC(c3ccncc3)CC2)no1	3.0	2.4	-5.9	-59.4	8.7	0.1	nt	-0.4
CNC(=O)C[C@@H]1CC[C@H]2[C@@H](COC[C@H](O)CN2C(=O)c2ccc3c(c2)OCO3)O1	-4.7	-1.0	-4.5	5.0	nt	0.0	nt	-3.8
CC1CCN(C(C(=O)O)c2ccccc2)CC1 (configuration not stated)	1.2	14.0	-1.5	-1.5	8.5	0.0	0.8	-1.3
Cc1ccc2[nH]cc(C(=O)CN3CCOCC3)c2c1	3.7	1.5	-9.3	-2.7	nt	nt	7.2	-2.8
Cc1ccc(S(=O)(=O)N(Cc2cccnc2)Cc2cc3ccccc3[nH]c2=O)cc1	3.9	16.4	-5.5	7.7	-1.0	-0.1	-12.2	-0.2
CCC(=O)N1CC2(C1)CN(C(=O)c1cnccn1)[C@@H](CO)c1c2c2ccc(OC)cc2n1C	0.5	nt	1.9	12.9	-13.6	0.0	0.0	-4.2
COc1ccc(NC(=O)Nc2ccc3c(c2)CC(=O)N([C@@H](C)CO)C[C@@H](C)[C@H](CN(C)C)O3)cc1	-0.8	1.1	-2.9	5.9	-12.0	-0.8	1.0	-0.3
C[C@@H](NC(=O)C[C@@H]1C=C[C@@H](NC(=O)C2CC2)[C@@H](CO)O1)c1ccccc1	3.0	3.8	-1.4	-14.5	-2.5	-0.4	-8.0	-1.8
O=C(NC(=S)Nc1ccccc1)c1ccc(Br)o1	0.0	-21.1	-12.4	1.0	-125.1	0.0	-46.4	1.0
Cc1ccc(C)c(OCCC(=O)OCC(=O)NC(=O)NCc2ccccc2)c1	1.3	-20.0	-3.6	-16.4	-0.6	0.1	-2.9	4.1
COC(=O)c1c(NC(=O)CN(C)CC(=O)Nc2ccc(C)cc2)sc2c1CCC(C)C2 (configuration not stated)	4.6	-13.6	5.2	nt	-6.2	0.2	0.3	-1.0
Cc1cc([N+](=O)[O-])nn1CC(=O)NC1CCCCC1	0.8	-0.9	0.2	-18.1	11.9	0.0	-6.0	1.2
COc1cccc(C#Cc2ccc3c(c2)O[C@H](CN(C)C(=O)CN2CCOCC2)[C@H](C)CN([C@@H](C)CO)S3(=O)=O)c1	-3.4	-7.4	0.1	-10.7	15.5	0.0	0.7	0.7
Cc1cc(=O)oc2cc3c(cc12)OCO3	1.3	-7.2	2.8	-4.5	8.8	0.1	5.0	1.3
COc1cccc(-c2ccc3n(c2=O)C[C@@H]2[C@@H](CO)[C@H](C(=O)NCC4CC4)[C@H]3N2S(C)(=O)=O)c1	-0.9	5.1	-6.7	5.8	nt	0.1	6.6	nt
CCOC(=O)C(C)C1(O)c2ccccc2-c2ncccc21 (configuration not stated)	0.7	-1.5	nt	10.0	8.0	nt	nt	nt
COc1ccc(C(CNC(=O)c2cccc(S(=O)(=O)Nc3ccc(C)cc3)c2)N2CCOCC2)cc1 (configuration not stated)	-2.7	nt	-1.2	-14.5	nt	0.1	-12.2	1.7
CN(C)c1ccc(-c2ccnc3c2CC(C)(C(=O)NCCc2ccccc2)O3)cc1 (configuration not stated)	-3.1	nt	-7.5	12.0	-39.9	0.2	-25.7	-0.9
CN(c1ccccc1)S(=O)(=O)c1ccc(C(=O)NCc2ccco2)cc1	2.7	-3.2	6.2	-9.6	1.2	0.0	8.4	-2.4
CC(C)NC(=O)Nc1ccc2c(c1)C(=O)N([C@@H](C)CO)C[C@@H](C)[C@@H](CN(C)C(=O)c1ccccc1)OCCCC[C@@H](C)O2	-1.0	-9.3	-7.0	9.6	-1.0	-0.2	-2.1	0.1

Screening data deposited in PubChem by Broad Institute.
